# From PubChem BioAssay
# 14-3-3 PPI: modulators of 14-3-3 gamma protein binding, primary screen, biochemical, fluorescence polarization. 14-3-3 protein gamma (Homo sapiens), P61981. FP, 14-3-3gamma / TMR-pS259-Raf peptide binding. inhibition, % at 40 µM. 160,000 tested, 0.19% active. AID 422, 2006; in the data active = inhibition above about 30%;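 note: 0% = protein plus tracer without compound and 100% = blank with tracer alone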
# Target sequence (P61981 whole entry, looked up): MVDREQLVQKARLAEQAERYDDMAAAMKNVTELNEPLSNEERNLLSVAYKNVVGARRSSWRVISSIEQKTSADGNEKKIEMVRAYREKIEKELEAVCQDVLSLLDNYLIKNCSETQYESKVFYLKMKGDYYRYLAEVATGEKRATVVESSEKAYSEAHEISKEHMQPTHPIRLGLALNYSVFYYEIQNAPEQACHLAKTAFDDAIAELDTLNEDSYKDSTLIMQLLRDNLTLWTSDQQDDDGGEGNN
# Active calls of the source: *; & = joins results of further samples. An excerpt; count on the stated rates, not on these rows.
SMILES,14-3-3 PPI
CCc1ccccc1Nc1c2c(nc3ccccc13)CCC2,-23
O=[N+]([O-])c1ccccc1S(=O)(=O)N1c2cccc3cccc(c23)S1(=O)=O,0
Cc1cc(C)nc(N(C#N)CC(=O)N2CCC(C(N)=O)CC2)n1,1
Cc1ccc(OC(C)c2nnc(N)s2)cc1Cl (stereo unspecified),-5
COc1cc(C(=O)Nc2ccc(C(C)C)cc2)c([N+](=O)[O-])cc1OC,2
O=C(NCc1cccnc1)C1C2C=CC3(CN(Cc4ccccc4Cl)C(=O)C13)O2 (stereo unspecified),13
CC1CCc2c(sc3ncnc(SC(C)C(=O)O)c23)C1 (stereo unspecified),-3
O=C(CCN1CCCCC1)Nc1ccc2c(c1)OCO2,-6
Clc1ccc(Cc2noc(CN3CCN(c4ccccc4)CC3)n2)c(Cl)c1,-3
CSc1nc2n(n1)C(c1cccs1)C(C(=O)Nc1ccc(C)cc1C)=C(C)N2 (stereo unspecified),-5
COc1ccc(CCC(=O)N2CC(C)OC(C)C2)cc1 (stereo unspecified),2
O=C(CCn1nc(-c2ccc(Cl)cc2)ccc1=O)NCCN1CCN(c2cccc(Cl)c2)CC1,-8
O=C(O)CCn1cc(I)c(=O)[nH]c1=O,6
C=CCn1c(N)c(C(=O)Nc2ccc(C)cc2)sc1=S,-5
CCCCCNc1nc(CCC)c2c(c1C#N)CCCC2,-4
NCCCSC1=NCCCN1,-4
COc1ccccc1-n1cc(-c2ccccc2)nc1SCC(=O)Nc1ccccc1C,-9
Cc1ccc(-c2[nH]c3ccccc3c2SCCNC(=O)c2ccc(S(=O)(=O)N3CCCC3)cc2)cc1,-8
COc1cc(C(=O)Nc2sc3c(c2C#N)CCCC3)c(Br)c(OC)c1OC,-2
COc1ccc([N+](=O)[O-])cc1NC(=O)Cn1cnc2sc(C)c(C)c2c1=O,-3
CCCCSc1c(-c2ccccc2)c2cc(Cl)ccc2[nH]c1=O,-9
NCCCCCc1nnc(SCc2ccccc2Cl)o1,-17
O=C(CSc1ncnc2c1cnn2-c1ccccc1Cl)N1CCN(C(=O)c2ccco2)CC1,-5
CCN1CCN(Cc2cc(=O)oc3cc(C)cc(C)c23)CC1,-5
N#Cc1cnn(Cc2ccccc2)c1N,-4&-9
CSc1ccccc1C(=O)NCCc1ccc(S(=O)(=O)N2CCCCC2)cc1,-4
Cc1cc(C)cc(NC(=O)C2C3C=CC4(O3)C2C(=O)N(CCC2=CCCCC2)C4C(=O)NC2CCCC(C)C2C)c1 (stereo unspecified),-14
O=C(Cn1ncc2c(=O)oc3ccccc3c21)N1CCN(c2ccccn2)CC1,-7&-11
COc1ccccc1C(=O)Nc1ccc(C)cc1C(=O)c1ccccc1,6
O=c1c2ccccc2c(-c2ccccc2)nn1Cc1ccccc1,-5
CN(C)C(=O)N1CCC(C(=O)NCc2ccc(F)cc2Cl)CC1,-3
COCCNC(=O)c1c(N)sc2c1CCCC2,-60
COc1ccc(NC(=O)CCCn2c3ccccc3c(=O)c3ccccc32)cc1OC,4
COc1ccc(S(=O)(=O)Cc2ccccc2)cc1N,-2
CCc1ccc(-c2nc(NC(C)=O)c3c(=O)oc4ccccc4c3n2)cc1,-6
O=c1oc2ccc3ccccc3c2cc1-c1nnc(Nc2ccc(F)cc2)s1,-11
CCOC(=O)c1nn(-c2ccc(F)cc2)c(=O)c2c(N)scc12,-9
CCOC(=O)c1cnc2c(-c3ccccc3)c(C)nn2c1N,-4
COc1ccc(C2/C(=C(\O)c3ccc(C)cc3)C(=O)C(=O)N2Cc2ccccc2)cc1OC (stereo unspecified),-1
CC1CCC2C(=O)N(c3ccc(NCCc4cccc(F)c4)c([N+](=O)[O-])c3)C(=O)C2C1 (stereo unspecified),-1
CCOC(=O)c1c(NC(=O)c2ccccc2C(=O)O)sc2c1CCC2,-5
COc1ccc(C(Nc2cccc(C)n2)c2ccc3ccc(C)nc3c2O)cc1C (stereo unspecified),-5
COc1ccc(-n2c(C)cc(C(=O)Cn3c(NCCO)nc4ccccc43)c2C)cc1,-3
O=C(NCc1cccs1)c1cc(S(=O)(=O)N2CCOCC2)ccc1F,-7
COc1nc(Nc2ccccc2-c2ccccc2)nc(OC)n1,-11
Cc1cccc(OCC2=N/C(=C\N(C)C)C(=O)O2)c1,-12
N#CCCN(CCN1CCCC1)S(=O)(=O)c1cccc2nsnc12,4
Cc1cc(C)nc(SCC(=O)Nc2cccc3ccccc23)n1,-5
CCOc1ccc(S(=O)(=O)N(C(=O)c2ccccc2)c2ccc3oc(C)c(C(C)=O)c3c2)cc1,-43
Cc1cc(Cl)ccc1OCC(=O)OC(C)C(=O)NC(N)=O (stereo unspecified),-8
# Following part:
SMILES,14-3-3 PPI
O=C(C[n+]1ccc2ccccc2c1)c1ccc2c(c1)Cc1ccccc1-2,-24
Cc1cc(SCC(=O)Nc2c(C)n(C)n(-c3ccccc3)c2=O)n2c(nc3ccccc32)c1C#N,5
COCCn1c(=O)[nH]c2cc(C(=O)NCCCN3CCN(c4ccc(F)cc4)CC3)ccc2c1=O,-2
Oc1c(F)cccc1C=Nc1ccc2oc(-c3ccncc3)nc2c1,-38
CS(=O)(=O)N(CC(=O)N1CCCCCC1)c1cccc(Br)c1,2
CC1CCN(S(=O)(=O)c2ccc3nc(-c4ccccn4)cc(C(=O)NCCN4CCCC4)c3c2)CC1,-8
CCOc1ccc(-n2c(SCC(=O)Nc3nccs3)nc3c(c2=O)SCC3)cc1,-4&-8
CCOCCCNC(=O)C(C)NS(=O)(=O)c1ccc(C)cc1 (stereo unspecified),-4
O=c1[nH]c(-c2cc(Br)ccc2O)nc2sc3c(c12)CCCC3,8
COc1ccc(-c2cn3ccsc3n2)cc1,-10&-7
CSc1ccc(-c2cc(=O)c3ccccc3o2)cc1,-6
CCOC(=O)CN=C1NC(=S)N(c2ccc(Br)cc2)C12CCCCC2,5
CC(=O)c1c(COC(=O)c2cccnc2)nc2ccccc2[n+]1[O-],-2
O=C(CCn1nc(-c2ccc(Cl)cc2)c2ccccc2c1=O)N1CCC(Cc2ccccc2)CC1,-7
CC(=O)c1c2c3c(c(Br)ccc3n(C)c1=O)C(=O)c1ccccc1-2,-1
CC1Cc2ccccc2N1C(=O)c1ccc(N2CCCCC2)c([N+](=O)[O-])c1 (stereo unspecified),-8
C=CCSC1=C(C#N)C2(CCCCC2)C(C#N)C(=O)N1 (stereo unspecified),-6
CC1CC(C)CN(C(=O)c2cc(-c3ccccn3)nc3ccc(S(=O)(=O)N4CCOCC4)cc23)C1 (stereo unspecified),-4
CC(=O)c1cc(F)c(N2CCCC2)cc1C,-7&-34
O=C(NCC1CCCO1)c1cnn2c(C(F)(F)F)cc(-c3ccc(Br)cc3)nc12 (stereo unspecified),3
CCc1nnc(NC(=O)CSc2nnc(Cc3ccccc3)o2)s1,-1
CCc1nnc(NC(=O)CCC(=O)O)s1,-2&-5
COc1ccccc1N1CCN(C(=O)C2CCC(=O)N(c3ccc4c(c3)OCO4)C2c2cc(OC)c(OC)c(OC)c2)CC1 (stereo unspecified),-9
S=C(Nc1ccccc1)Nc1nccs1,-2
CCOc1cc(-c2ccc(OC)c(OC)c2)cc(=[O+]CC)c2c(C)oc(C)c12,-71
O=C(O)C1C2CCC(C2)C1C(=O)NCc1ccco1 (stereo unspecified),-3&-11
O=C(CCC(=O)N(Cc1ccco1)C(C(=O)NC1CCCC1)c1ccncc1)Nc1cccnc1 (stereo unspecified),-9
Cc1c(C(=O)NC(C)C)sc2ncn(CC(=O)N3CCCCC3C)c(=O)c12 (stereo unspecified),1
Cc1cccc(Nc2nc(NC(C)C)nc(Oc3ccc(=O)n(C)n3)n2)c1,4
CCCCCOC(=O)C1=C(C)NC2=C(C(=O)CC(C)(C)C2)C1c1ccccc1OCC (stereo unspecified),-8
Cc1ccc(C)c(-n2cc(-c3ccccc3)nc2SCC(=O)Nc2ccc(F)cc2)c1,-15
O=C(CSc1nnc2sc3ccccc3n12)Nc1ccccc1F,3
O=C(Cn1cnc2c(nnn2Cc2ccccc2)c1=O)NCc1ccco1,4
Cc1ccccc1CN1C(=O)CSc2ccc(C(=O)NCCc3ccc(Cl)cc3)cc21,-1
CCN1CCCC1CNC(=O)c1cc(-c2ccc(OC)cc2)nc2ccc(C(C)C)cc12 (stereo unspecified),-13
CS(=O)(=O)Nc1nnc(Cc2ccccc2)s1,-2
CC(Sc1oc(-c2ccco2)nc1S(=O)(=O)c1ccc(Br)cc1)c1ccccc1 (stereo unspecified),-36
CCCCOc1ccc(S(=O)(=O)N2CCC(C)CC2)cc1,2
Cc1ccc(-n2nc3c(c2NC(=O)c2cccc([N+](=O)[O-])c2C)CS(=O)(=O)C3)cc1,-9
CC(=O)n1cc(N2C(=O)C3C4C=CC(C4)C3C2=O)c(=O)[nH]c1=O (stereo unspecified),-6
O=C(Nc1ccc2c(c1)Cc1ccccc1-2)c1ccccc1Cl,-9
COc1ccc(NC(=O)c2c(NC(=O)c3ccccc3F)sc3c2CCC(C)C3)cc1 (stereo unspecified),-10
COc1ncnc2c1oc1nc(C(C)C)c3c(c12)CC(C)(C)OC3,-7
Cc1nc2c(cnn2-c2ccc(Cl)cc2)c(=O)n1-c1ccc2c(c1)OCCO2,-2
O=[n+]1cc(-c2ccc(F)cc2)n([O-])c2c1CCCC2,6
CC(=O)Nc1nc(=S)n(-c2ccccc2)[nH]1,-4
CN(C(=O)c1cnn2c1NC(c1ccc(Br)cc1)CC2C(F)(F)F)C1CCCCC1 (stereo unspecified),2
OC(CN1CCC(Cc2ccc(F)cc2)CC1)c1ccc(Cl)cc1 (stereo unspecified),-1
CCOC(=O)Cc1csc(NC(=O)COc2cc(C)c(Cl)c(C)c2)n1,0
CCOC(=O)C1=CN(C(C)C)C=C(C(=O)OCC)C1c1cccc(OC)c1,6
# Later entries
SMILES,14-3-3 PPI
CC(C)(C)n1nnnc1C(c1cccs1)N1CCN(Cc2ccccc2)CC1 (stereo unspecified),6
COc1ccc(NC(=O)c2c(NCc3ccc(OC)c(OC)c3)sc3c2CCCCC3)cc1,-114
COc1ccc(CN2CCN(c3ccccn3)CC2)cc1OCc1ccccc1,-7
Cc1ccc(NC(=O)CCCCCN2C(=O)c3ccccc3C2=O)c(C)c1,-22
COc1ccc(NC(=O)C2(S(=O)(=O)c3ccc(Cl)cc3)CC2)c(OC)c1,-5
COc1ccc(N2C(=O)CC(C(=O)Nc3ccc(Cl)cc3)SC2=NCCc2ccccc2)cc1 (stereo unspecified),-12
CCCCCCCn1cnc2ccccc2c1=O,-7
Cc1cc(C(F)(F)F)nc(SCC(=O)NC2=NC(=O)C(C)S2)n1 (stereo unspecified),-1
O=C(NCc1ccccc1Cl)c1ccc(Cn2c(=S)[nH]c3ccc(Br)cc3c2=O)cc1,-5
CCN(CC)S(=O)(=O)N1CCC(C(=O)NC2CCC(C)CC2)CC1 (stereo unspecified),-4
O=C(c1ccc2c(c1)OCCO2)N1CCCCC1,-17&-1
Nc1nonc1-c1noc(-c2ccc(Br)o2)n1,-4&-3
COc1cc(C2Nc3cccc4cccc(c34)N2)cc(OC)c1O,-5&-22
Cc1nn(-c2ccccc2)c(Cl)c1C1C(C#N)=C(N)Oc2n[nH]c(C)c21 (stereo unspecified),-6
CCSc1nnc2c(n1)OC(c1ccc(OC)c(O)c1)Nc1ccccc1-2 (stereo unspecified),-15
COC(=O)CNC(=O)C(Cc1c[nH]c2ccccc12)NC(=O)OC(C)(C)C (stereo unspecified),-5
CCCn1c(CCNC(=O)c2ccc(Cl)cc2)nc2ccccc21,3
Cc1ccc(OCCNC(=O)COc2ccc(C(C)(C)C)cc2)cc1,3
CC(=O)NC(NC(C)=O)c1ccc(N(C)C)cc1,0
Cc1noc(C)c1C(=O)Nc1sc2c(c1C(N)=O)CCC2,-10
Cc1c(C(=O)OCCN2CCCCC2)oc2ccccc12,-4
COc1cc(S(=O)(=O)N2CCN(C)CC2)c(OC)cc1Br,12
CCOc1ccccc1NC(=O)C1CCN(S(=O)(=O)c2cccc3cccnc23)CC1,3
CC1CCCC(C)N1C(=O)COc1ccc(-c2nnco2)cc1 (stereo unspecified),0
CC(=O)Nc1ccc(NC(=O)CC2OCC3CCCCN3C2=O)cc1 (stereo unspecified),1
CCOc1ccc(C(=O)c2cccs2)cc1,0
CCN(CC)C(=O)Cc1cn(C)c2ccccc12,-2
CCCCNC(=O)CCN1C(=O)C(C)Oc2ccc(C)cc21 (stereo unspecified),3
COc1ccc(CCNC(=O)c2ccc(=O)[nH]n2)cc1OC,-7
CCN(c1cccc(C(F)(F)F)c1)S(=O)(=O)c1ccc2c(c1)CCN2C(=O)C1CCC1,-6

# Entries from the list above that have two or more sulfur atoms (15):
SMILES,14-3-3 PPI
O=[N+]([O-])c1ccccc1S(=O)(=O)N1c2cccc3cccc(c23)S1(=O)=O,0
CC1CCc2c(sc3ncnc(SC(C)C(=O)O)c23)C1 (stereo unspecified),-3
CSc1nc2n(n1)C(c1cccs1)C(C(=O)Nc1ccc(C)cc1C)=C(C)N2 (stereo unspecified),-5
C=CCn1c(N)c(C(=O)Nc2ccc(C)cc2)sc1=S,-5
Cc1ccc(-c2[nH]c3ccccc3c2SCCNC(=O)c2ccc(S(=O)(=O)N3CCCC3)cc2)cc1,-8
CSc1ccccc1C(=O)NCCc1ccc(S(=O)(=O)N2CCCCC2)cc1,-4
O=C(NCc1cccs1)c1cc(S(=O)(=O)N2CCOCC2)ccc1F,-7
N#CCCN(CCN1CCCC1)S(=O)(=O)c1cccc2nsnc12,4
CCOc1ccc(-n2c(SCC(=O)Nc3nccs3)nc3c(c2=O)SCC3)cc1,-4&-8
CCc1nnc(NC(=O)CSc2nnc(Cc3ccccc3)o2)s1,-1
S=C(Nc1ccccc1)Nc1nccs1,-2
O=C(CSc1nnc2sc3ccccc3n12)Nc1ccccc1F,3
CS(=O)(=O)Nc1nnc(Cc2ccccc2)s1,-2
CC(Sc1oc(-c2ccco2)nc1S(=O)(=O)c1ccc(Br)cc1)c1ccccc1 (stereo unspecified),-36
Cc1cc(C(F)(F)F)nc(SCC(=O)NC2=NC(=O)C(C)S2)n1 (stereo unspecified),-1
